Assay outcomes as filed in PubChem BioAssay.
Tb PFK inh: inhibitors of T. brucei phosphofructokinase. O15648. T. brucei PFK, ADP-Glo luminescence. Potency, µM (top dose mostly 57.5 µM), for the others: at the top dose activity, negative = inhibition, hits mostly inhibitors. 0.17% of 330,000 active;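 further: potency means the concentration at half of the fitted maximal effect; 0% = uninhibited 1x PFK enzyme wells and -100% = no-enzyme wells; nearly all actives have a fitted effect of over 60% in size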
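Activity is normalized to no-enzyme wells (full inhibition) and 1.25 nM enzyme wells (no inhibition). Reaction: 0.5 mM F6P, 0.1 mM ATP, 45 min RT, ADP-Glo luminescence; concentration-response curves fitted and classed by quality.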
KCNH2 WT inh: blocks the wildtype human KCNH2 potassium channel; activity change, % at 1.84 µM; 0.37% of 340,000 active; U2OS, BacMam KCNH2, thallium flux FluxOr; active compounds read low; Q12809;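 active means maximum activity change below -70%; inconclusive means maximum activity change between -70% and -50%; inactive means maximum activity change above -50%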; further: on the % scale 0 is the no-effect control and ±100 the full control effect
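U2OS cells transduced with wild-type KCNH2 virus are loaded with FluxOr dye for 45 min, and thallium flux is measured in kinetic reads before and after stimulation buffer. Rate constants are normalized to DMSO controls.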
Giardia kill: Giardia lamblia killing | Giardia lamblia trophozoite viability | activity change, % at 7.66 µM, hits read low | 0.15% of 340,000 active | AID 540267; in the data active means activity change below about -80%; inconclusive means between about -30% and that limit;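 further: parasites exposed to compound for two days anaerobically before the ATP read; on the % scale 0 is the no-effect control and ±100 the full control effect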
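Each well holds 100 Giardia trophozoites and compound. After two days (48 hrs) at 37 deg C in anaerobic conditions, ATP is quantified by luminescence.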
TSHR antag: human thyrotropin receptor antagonism; activity change, negative = inhibition, % at 11.5 µM; TSHR-expressing cells, TSH-stimulated cAMP HTRF, 2 h; active compounds read low; 0.2% of 330,000 active; P16473; AID 504810;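 active means activity change below a set negative limit, meaning inhibition stronger than a set level, cut at about -70% in these data; inconclusive means activity change between two set negative limits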; further: on the % scale 0 is the no-effect control and ±100 the full control effect
Target sequence (P16473 whole entry, looked up): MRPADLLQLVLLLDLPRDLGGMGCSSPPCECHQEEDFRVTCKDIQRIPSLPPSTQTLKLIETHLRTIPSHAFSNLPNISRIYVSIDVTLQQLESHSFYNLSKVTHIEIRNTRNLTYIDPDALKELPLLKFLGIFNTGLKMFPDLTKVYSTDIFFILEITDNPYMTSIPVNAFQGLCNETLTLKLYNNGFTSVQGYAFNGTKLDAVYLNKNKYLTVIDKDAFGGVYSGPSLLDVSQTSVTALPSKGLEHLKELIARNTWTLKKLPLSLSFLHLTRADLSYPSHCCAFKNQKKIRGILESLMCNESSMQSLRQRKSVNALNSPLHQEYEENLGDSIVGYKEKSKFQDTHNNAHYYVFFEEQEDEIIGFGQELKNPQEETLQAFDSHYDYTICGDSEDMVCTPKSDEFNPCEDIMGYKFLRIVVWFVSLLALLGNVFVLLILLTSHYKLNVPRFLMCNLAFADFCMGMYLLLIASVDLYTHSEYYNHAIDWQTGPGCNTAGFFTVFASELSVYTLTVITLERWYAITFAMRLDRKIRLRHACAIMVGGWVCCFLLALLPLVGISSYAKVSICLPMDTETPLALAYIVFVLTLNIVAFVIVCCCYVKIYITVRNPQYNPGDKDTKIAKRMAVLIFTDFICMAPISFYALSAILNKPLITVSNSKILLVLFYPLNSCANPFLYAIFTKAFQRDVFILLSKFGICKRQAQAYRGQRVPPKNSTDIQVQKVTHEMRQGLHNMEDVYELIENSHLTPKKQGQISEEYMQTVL
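Freshly harvested TSHR cells receive pin-tooled compound, then EC80 TSH at 4nM final. After 2 hours at 37 deg C, antibody in lysis buffer and cAMP-d2 are added; 30 minutes at ambient temperature precede the HTRF read.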
TCR activator: activates T cell receptor signaling | primary human leukocytes, anti-CD3, IL-2 HTRF, 48 h | Potency, µM (doses to about 9.22 µM), without a hit: at the top dose activation of IL-2 secretion, most hits filed as activators | 330,000 tested, under 10 active | AID 504894; further: % of control where 0% means no effect
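Using a-CD3 beads without co-stimulation, primary human leukocytes were exposed to compounds for 48 hr. An HTRF IL-2 kit measured the cytokine, with europium-to-d2 energy transfer producing emission at 665nm upon 320nm excitation.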
MLL CXXC-DNA inh: blocks binding of human MLL CXXC domain to DNA. Q03164. MLL-CXXC / FITC-HOXA9 DNA fluorescence polarization. Potency, µM (doses to about 115 µM), inactives show top-dose activity change, negative = inhibition, actives largely listed as inhibitors. 0.037% of 290,000 active; active means well fitted inhibition curve with a large enough effect in the polarisation, with a control signal flat, not every such curve was filed as active; inconclusive means small, poorly fitted or top-dose-only effect, or effect the other way, or a change in a side signal; inactive means no such curve, though single readings can be large or run the other way; the % refers to the polarisation; further: potency means the concentration at half of the fitted maximal effect
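Fluorescence polarization: 7 uM MLL-CXXC (stock) preincubated 5 min with compounds, then 50 nM fluorescein-HOX-A9 DNA (stock) added; 30 min ambient. Buffer 50 mM Tris-HCl pH 7.5, 50 mM NaCl, 1 mM DTT, 0.05% BSA.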
GALK inhibitor: inhibitors of human galactokinase; Purified GALK, Kinase-Glo residual ATP luminescence; P51570; Potency, µM (doses to about 57.5 µM), for the others: at the top dose activity change, negative = inhibition, actives largely listed as inhibitors; 0.007% of 270,000 active; further: potency means the concentration at half of the fitted maximal effect; on the % scale 0 is the no-effect control and ±100 the full control effect
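Galactose (100 uM) and ATP (35 uM) were turned over by 5 nM GALK for 1 h at RT. Kinase-Glo Plus then converted the remaining ATP into a luminescent signal.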
Coupling enz: coupling enzyme interference in Giardia aldolase counter-screen. coupling enzyme system counterscreen, AmpLite Red fluorescence. activity change, negative = inhibition, % at 58.2 µM, hits read low. 0.67% of 290,000 active. AID 2472; in the data active means activity change below about -30%; further: on the % scale 0 is the no-effect control and ±100 the full control effect
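Counterscreen lacking aldolase: glyceraldehyde-3-phosphate coupling-enzyme reagent preincubated 10 min at RT with compound (at 57.5 uM final), then substrate/coupling system with AmpLite Red added; fluorescence read at 525/598 nm after 20 min RT.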
AT treatment: potential ataxia-telangiectasia treatment; 0.19% of 320,000 active; Potency, µM (doses to about 57.5 µM), without a hit: at the top dose activation, most hits filed as activators; AID 485349; […] A-T fibroblasts, KAP-1 phosphorylation AlphaLISA; neocarzinostatin DNA damage 30 min before lysis; further: potency means the concentration at half of the fitted maximal effect; % of control where 0% means no effect; nearly all actives have a fitted effect of over 45% in size
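hTERT-immortalized A-T patient fibroblasts ([…]), 500 cells/well in OPTI-MEM, 1% FBS, got compounds for 60 min, then NCS for 30 min at 37C. Lysates were then assayed for phospho-KAP-1 by AlphaLISA (anti-pKAP1 donor, anti-KAP1 acceptor beads), 6 hr at 25C.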
Chronic BCR inh: blocks chronic active B-cell receptor signaling. ABC-DLBCL IkBa-CBG/CBR reporter, luminescence ratio, 4 h. Potency, µM (doses to about 46.1 µM), inactives show at the highest dose ratio change, negative = lower green/red ratio, most hits filed as inhibitors. 0.05% of 340,000 active. AID 493014; active means well fitted inhibition curve with a large enough effect in the signal ratio, with a control signal flat, not every such curve was filed as active; inconclusive means small, poorly fitted or top-dose-only effect, or effect the other way, or a change in a side signal; the % refers to the signal ratio;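 further: potency means the concentration at half of the fitted maximal effect; plate controls were basal doxycycline-induced cells for no effect and cells given 10 µM MG132 for full effect; MG132 reads +100%, hits lower the ratio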
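TMD8 ABC-DLBCL cells carrying doxycycline-inducible green luciferase fused to IkappaBalpha plus unfused red luciferase were exposed to compounds (up to 46 uM) for 4 hrs at 37C. Activity came from the overlap-corrected green/red luminescence ratio.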
Numbers without * were called inactive; u = inconclusive; x = no result given; & = joins results of further samples; [ ] = another dose, or the depositor's remark. Unless noted, the call rests on the fitted dose curve; in most records, active means well fitted curve in the direction sought with a large enough effect; inconclusive means small, poorly fitted or top-dose-only effect, or another doubt; inactive means no such curve, though single readings can be large; an effect the other way counts as inactive or inconclusive.

SMILES	Tb PFK inh	KCNH2 WT inh	Giardia kill	TSHR antag	TCR activator	MLL CXXC-DNA inh	GALK inhibitor	Coupling enz	AT treatment	Chronic BCR inh
O=C(NCc1ccccc1)C(c1ccc(F)cc1)N(C(=O)c1csnn1)c1ccccc1 (configuration not stated)	-5%	-4	-7	28	7%	23%	5%	2	-7%	u
O=C(NC1CCCCC1)c1ccc2snnc2c1	4%	7	6	-1	-5%	21%	4%	1	5%	u
Cn1nc(OC(=O)Nc2cccc(Cl)c2)cc1C(F)(F)F	-9%	-26	-12	2	0%	24%	4%	0	x	2%
Cn1c(C(=O)N2CCCC(C(=O)NCCCSC3CCCCC3)C2)cc2sccc21 (configuration not stated)	0%	-2	-4	8	-5%	7%	-1%	2	-4%	-11%
Cc1cc(NC(=O)CCCN2C(=O)c3cccnc3C2=O)ccc1Br	-3%	-14	-12	6	-6%	6%	2%	-1	0%	5%
Cc1c(NC(=O)c2ccc(N(C)S(=O)(=O)c3ccccc3)cc2)c(=O)n(-c2ccccc2)n1C	0%	13	-10	-3	1%	1%	0%	1	1%	1%
COc1cc(C(=O)Sc2ccc(C)cc2)cc(OC)c1OC	-2%	-12	-22	-6	1%	40%[activator]	3%	8	1%	u
COc1ccc2c(=O)c3c(=O)n(Cc4ccco4)c(-c4ccccc4)nc3oc2c1	-4%	3	12	-7	0%	-4%	-3%	3	1%	u
Cc1ccccc1CNCCCSc1ncccn1	-1%	14	-21	8	-3%	-7%	6%	-1	11%	0%
CNc1ccc(S(=O)(=O)NCC(=O)NCCCc2ccccc2)cc1[N+](=O)[O-]	u	7	-8	39	-1%	-9%	-8%	x	-2%	u
COc1ccc(OCCSc2nnc3c(Cl)cc(Cl)cn23)cc1	5%	-10	-26	1	-6%[46.1 µM]	0%	3%	6	0%	0%
Cc1cccc(-n2c(N)cc(=O)nc2SCC(=O)Nc2nnc(CC(C)C)s2)c1	-4%	x	x	2	x	25%	3%	7	-4%	u
CCOc1ccccc1NC(=O)CN(c1ccc(Cl)cc1)S(C)(=O)=O	1%	-1	0	-3	3%	-10%	0%	3	x	-6%
O=C(CC1Nc2ccccc2NC1=O)NCCc1ccccc1 (configuration not stated)	-5%	-15	16	5	-11%	-4%	0%	1	3%	u
Cc1cccc(NC(=O)CSc2nc(N)cc(N)n2)c1	-7%	29	-10	-10	-3%[46.1 µM]	0%	0%	0	x	-12%
CC(=O)c1cccc(NS(=O)(=O)c2cc(OCC(N)=O)c(C)cc2Cl)c1	2%	1	-12	2	-4%	0%	-1%	-6	8%	-8%
COc1ccc(N2CCN(C(=O)c3oc4c(c3C)C(=O)CCC4)CC2)cc1	3%	1	-25	-1	-13%	4%	6%	2	7%	-10%
CN(C)S(=O)(=O)c1cccc(NC(=O)CCc2c[nH]c3ccccc23)c1	-2%	-5	23	5	x	19%	0%	-3	2%	-1%
O=c1c2ccccc2cnn1Cc1n[nH]c(=S)n1-c1ccc(Cl)cc1Cl	4%	x	x	6	-3%[46.1 µM]	0%	-3%	2	1%	5%
CC(C)NC(=O)N(C)C[C@H]1Oc2c(NC(=O)c3ccc(-c4nccs4)cc3)cccc2C(=O)N([C@@H](C)CO)C[C@H]1C	12%	-1	1	-11	-1%	x	x	x	4%	-4%
CCOC(=O)C1=C(C)N(C)C(C)=C(C(=O)OCC)C1c1ccc(Cl)cc1	-1%	-7	3	-9	-3%[46.1 µM]	-3%	-2%	-10	3%	u
CC1CCN(C(=O)c2ccc(S(=O)(=O)N3CCCCCC3)cc2)CC1	-1%	6	10	-8	7%	x	x	x	10%	2%
Cc1cc(SCC(=O)Nc2ncc(Cl)cc2Cl)nc2ccccc12	-2%	-7	-3	-3	-13%[46.1 µM]	6%	1%	-1	3%	7%
O=C(c1ccc(F)cc1)C1CCN(CCn2c(=S)[nH]c3ccccc3c2=O)CC1	1%	x	x	28	x	0%&-6%	-2%	1&-2	x	-21%
CN1CCC(N(C)CC(C)(C)NS(=O)(=O)c2ccccc2)CC1	-4%	-13	22	0	6%	10%	-5%	0	1%	-4%
Continuation.
SMILES	Tb PFK inh	KCNH2 WT inh	Giardia kill	TSHR antag	TCR activator	MLL CXXC-DNA inh	GALK inhibitor	Coupling enz	AT treatment	Chronic BCR inh
CCC(=O)c1c[nH]c(C(=O)NCc2ccccc2OC)c1	8%	20	19	2	-2%	27%	0%	0	0%	u
CCOc1ccc(S(=O)(=O)N2CCN(C(=O)c3ccncc3)CC2)cc1	-2%	-4	-4	7	4%	0%	3%	x	7%	3%
CCN(CC)c1nc(Nc2ccccc2)nc(Oc2ccc(=O)n(C)n2)n1	-4%	-8	8	7	2%	-1%	5%	-1	11%	-1%
CN(C(=O)COC(=O)CNC(=O)c1ccc(C(C)(C)C)cc1)c1c(N)n(Cc2ccccc2)c(=O)[nH]c1=O	-3%	4	1	-4	5%	x	x	x	-1%	0%
COc1ccc(NC(=O)NC2(C(=O)N3CCN4CCCC4C3)CCCCC2)cc1 (configuration not stated)	5%	2	-4	-2	-7%	3%	0%	0	-1%	12%
O=c1[nH]c2ccc(S(=O)(=O)N3CCCCC3)cc2s1	0%	-4	12	0	6%	x	x	15	-13%	-2%
S=c1nc(C23CC4CC(CC(C4)C2)C3)[nH][nH]1	u	-1	8	6	4%	-5%	-2%	-3	-5%	0%
CCCCOc1ccc(C(=O)NCCCC(=O)N2CCCCC2)cc1	2%	-1	24	-5	1%	-11%	2%	0	2%	-4%
Cc1cccc(-c2noc(CCC(=O)NCC3CCCO3)n2)c1 (configuration not stated)	1%	0	8	0	-1%	-4%	0%	-2	0%	u
OCC1CCCN(c2nc(CN3CCCCC3)nc3scc(-c4ccccc4)c23)C1 (configuration not stated)	0%	10	-3	3	-2%[46.1 µM]	-1%	-1%	1	-8%	u
Cc1cc(NC(=O)CSc2nccn2-c2ccc(F)cc2)no1	-1%	-5	10	12	3%	-9%	0%	8	5%	-4%
Cc1ccc(NC(=O)Nc2ccc(Cl)c(Cl)c2)nc1	-11%	-17	-3	-8	-5%	3%	-2%	0	8%	u
COc1cccc(C(=O)Nc2cccc3cccnc23)c1OC	1%	-7	0	-6	0%	-3%	2%	1	4%	u
Cc1ccc(-n2c(SCC(=O)N(C)C3CCS(=O)(=O)C3)nc3ccccc3c2=O)cc1 (configuration not stated)	1%	-7	-6	-14	12%	8%	-1%	-1	12%	-5%
CCOc1ccc(-c2ccc(SC)nn2)cc1	u	10	-87*	5	-2%	-1%	13%	1	4%	u
CSc1nc2nc(C(F)(F)F)cc(-c3ccccc3)n2n1	2%	0	-19	-2	-1%	17%	0%	2	-4%	u
COc1ccc(Cn2c(CO)cnc2SCC(=O)Nc2cccc(NC(C)=O)c2)cc1	-3%	1	14	-2	-1%	6%	4%	x	-13%	-2%
NC(=S)Nc1ncc(C(F)(F)F)cc1Cl	-2%	0	11	3	5%	-8%	1%	2	-3%	-1%
CCOc1ccccc1NC(=S)N(CCC(C)C)C1CCN(C(C)=O)CC1	1%	2	4	-7	-1%	18%	2%	-5	1%	1%
CCCc1c(O)c2ccccc2[nH]c1=O	-3%	-2	-21	15	-3%	4%	-2%	1	1%	1%
CCOc1ccc2oc(C(=O)OCC(=O)N3CC(C)OC(C)C3)c(C)c2c1 (configuration not stated)	-7%	-11	6	-13	-3%	x	x	x	-9%	u
O=C(N/N=C/c1ccccn1)c1ccncc1	-9%	5	-6	2	-4%	7%	1%	0	2%	u
COc1ccc(/C=N/NC(=O)c2cc(OC)c(OC)c(OC)c2)cc1CN1CCc2cc(OC)c(OC)cc2C1C (configuration not stated)	5%	-28	-2	-16	x	13%	0%	-1	1%	u
COc1cccc(CN2CCN(Cc3ccc4c(NC(C)=O)cccc4n3)CC2CCO)c1 (configuration not stated)	11%	3	-9	-3	1%	3%	11%	2	5%	-8%
O=C(CCSc1ccccc1)Nc1ncccn1	2%	-21	-8	-4	-22%	-6%	2%	2	0%	0%
Further results follow:
SMILES	Tb PFK inh	KCNH2 WT inh	Giardia kill	TSHR antag	TCR activator	MLL CXXC-DNA inh	GALK inhibitor	Coupling enz	AT treatment	Chronic BCR inh
COc1ccc(-c2nc3ccccc3c(=O)n2CCOc2ccc(C)cc2C)cc1	0%	6	5	14	-4%[46.1 µM]	18%	0%	-3	8%	u
CCOc1c(Cl)cc(CNCc2ccncc2)cc1OC	1%	12	-3	-10	0%	1%	0%	-1	6%	3%
CNS(=O)(=O)c1cccc(C(=O)OCC(=O)N2CCCC2)c1	0%	0	-16	-3	-2%	-6%	-1%	2	4%	1%
Cc1c(C(=O)OCC(=O)NCCN2C(=O)CSC2=O)cccc1[N+](=O)[O-]	-4%	27	4	-2	2%	x	x	x	-3%	-1%
CCCCCn1nc(C(=O)N(CC(C)C)c2c(N)n(CCCC)c(=O)[nH]c2=O)c2ccccc2c1=O	-1%	-13	4	-1	-2%	x	x	x	12%	-10%
C=CCn1c(SCC(=O)NCCc2ccccc2)nnc1C1CC1	-9%	1	6	22	4%	x	x	x	3%	u
